Fam108B inh: mouse Fam108B serine hydrolase inhibitors, primary screen, counter-screen for RBBP9 inhibitor project, biochemical, fluorescence polarization. recombinant Fam108B, FP-Rh probe fluorescence polarization. inhibition, % at 9.51 µM. 0.33% of 300,000 active. AID 1947, 2009;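 active = inhibition above the screen mean inhibition plus 3 SD, computed separately per campaign, cut at about 18% in these data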;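 note: inhibitors lower polarization as less probe binds the enzyme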
MEX-5 binding: MEX-5 zinc finger RNA-binding disruptors – biochemical, C. elegans, fluorescence polarization, MLPCN library, primary screen; Zinc finger protein mex-5 (Caenorhabditis elegans), Q9XUB2; MEX-5/FITC-TCR2 RNA binding; stronger effect = lower value; activity score (negative = inhibition of binding), % at 10 µM; 0.38% of 300,000 active; AID 1832, 2009;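 active = inhibition past about -25% in most replicates, and total fluorescence under double the plate's negative control median, limit read from the data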;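 note: 0% = DMSO and -100% = 5 µM competing unlabeled TCR2 RNA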
Target sequence (Q9XUB2 whole entry, looked up): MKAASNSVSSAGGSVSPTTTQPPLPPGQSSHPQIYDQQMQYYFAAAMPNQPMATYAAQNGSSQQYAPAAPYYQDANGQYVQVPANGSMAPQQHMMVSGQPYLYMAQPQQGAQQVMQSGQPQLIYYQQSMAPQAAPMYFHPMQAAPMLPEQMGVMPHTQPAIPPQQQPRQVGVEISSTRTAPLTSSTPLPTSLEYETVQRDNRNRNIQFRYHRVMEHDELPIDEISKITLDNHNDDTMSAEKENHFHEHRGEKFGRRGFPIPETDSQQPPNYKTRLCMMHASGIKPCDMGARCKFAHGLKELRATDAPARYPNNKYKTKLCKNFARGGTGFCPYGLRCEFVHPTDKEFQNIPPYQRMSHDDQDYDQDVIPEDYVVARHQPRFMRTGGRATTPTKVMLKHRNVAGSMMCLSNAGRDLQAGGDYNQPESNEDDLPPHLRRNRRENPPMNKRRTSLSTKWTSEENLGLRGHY
MCL1 BIM primary: inhibitors of MCL1 binding to BIM-BH3, primary screen, biochemical, fluorescence polarization; Induced myeloid leukemia cell differentiation protein Mcl-1 (Homo sapiens), Q07820; GST-MCL1 / FITC-Bim-BH3 fluorescence polarization; inhibition, % at 10.9 µM; 0.68% of 320,000 active; AID 2057, 2009;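 active = inhibition above the mean inhibition of all tested compounds plus 3 SD, set per campaign, cut at about 40% in these data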;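 note: 0% = DMSO wells and 100% = unlabeled Bim-BH3 peptide control; higher means more loss of mP so more displacement of Bim peptide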
Target sequence (Q07820 whole entry, looked up): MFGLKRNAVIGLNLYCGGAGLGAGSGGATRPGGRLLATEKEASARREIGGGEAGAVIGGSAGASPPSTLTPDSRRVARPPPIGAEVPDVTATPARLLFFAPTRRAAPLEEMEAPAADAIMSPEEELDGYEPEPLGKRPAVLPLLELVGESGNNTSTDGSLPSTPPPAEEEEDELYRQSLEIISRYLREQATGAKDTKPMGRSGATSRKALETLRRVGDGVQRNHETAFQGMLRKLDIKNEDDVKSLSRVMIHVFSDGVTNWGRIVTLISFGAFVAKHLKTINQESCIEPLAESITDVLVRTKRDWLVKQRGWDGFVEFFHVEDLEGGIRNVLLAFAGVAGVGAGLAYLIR
PAD4 FP inh: human PAD4 inhibitors, primary screen, biochemical, fluorescence polarization, 1536-well format. recombinant PAD4, RCA probe fluorescence polarization. Protein-arginine deiminase type-4 (Homo sapiens), Q9UM07. inhibition, % at 6.36 µM. AID 485272, 2010. 0.41% of 330,000 active;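 active = percent inhibition above a cutoff equal to the mean of all tested compounds plus 3 SD, cut at about 15% in these data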;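 note: 0% = PAD4 with RCA probe and DMSO and 100% = probe without PAD4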
TPT1 inhibitor: Candida albicans TPT1 enzyme inhibitors, primary screen, biochemical, fluorescence polarization; tRNA 2'-phosphotransferase TPT1 (Candida albicans SC5314); recombinant caTPT1, FP RNA substrate dephosphorylation; inhibition, % at 5 µM; 0.81% of 300,000 active; AID 1962, 2009;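 active = inhibition above the mean of all tested compounds plus 3 SD, set per screening campaign, cut at about 24% in these data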;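 note: plate controls were DMSO alone for no effect and ferristatin control at 100 nM for full effect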
PME-1 inh: PME-1 inhibitors via competitive probe labeling, primary screen, biochemical, fluorescence polarization, FP-Rh probe, HTS; recombinant PME-1; inhibition, % at 5.9 µM; 0.53% of 320,000 active;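 active = inhibition above the campaign mean of all compounds plus 3 SD, cut at about 26% in these data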;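 note: competitive labeling of PME-1 active site by serine hydrolase directed probe; 0% = PME-1 with DMSO and 100% = wells lacking PME-1 enzyme; inhibitors block probe labeling so polarization falls and inhibition rises; many of its hits are not listed in these tables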
Bcl-xL primary: inhibitors of human Bcl-xL, primary screen, biochemical, fluorescence polarization, HTS; Bcl-2-like protein 1 (Homo sapiens), Q07817; GST-Bcl-xL / FITC-Bim BH3 peptide fluorescence polarization; AID 2129, 2009; 0.7% of 320,000 active; inhibition, % at 10.9 µM;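 active = inhibition above the mean of all tested compounds plus 3 SD, cutoff set per campaign, cut at about 30% in these data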;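 note: 0% = DMSO wells and 100% = unlabeled Bim-BH3 peptide competitor; inhibitors lower millipolarization by displacing the labeled peptide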
Target sequence (Q07817 whole entry, looked up): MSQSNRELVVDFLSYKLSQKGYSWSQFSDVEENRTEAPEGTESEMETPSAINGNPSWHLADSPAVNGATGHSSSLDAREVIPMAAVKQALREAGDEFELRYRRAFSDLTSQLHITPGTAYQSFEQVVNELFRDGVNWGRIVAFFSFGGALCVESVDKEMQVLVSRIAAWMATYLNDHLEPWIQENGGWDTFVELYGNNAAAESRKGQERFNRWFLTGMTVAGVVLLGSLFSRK
GLD-1 TGE inh: GLD-1/TGE RNA complex disruptors, primary screen, biochemical, fluorescence polarization; purified GLD-1 + fluorescein TGE RNA; AID 2280, 2010; Female germline-specific tumor suppressor gld-1 (Caenorhabditis elegans), Q17339; inhibition, % at 5.96 µM; 0.44% of 320,000 active;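 active = percent inhibition above a per-plate cutoff, the plate mean of test compounds plus 3 SD, cut at about 30% in these data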;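 note: 0% = DMSO wells with GLD-1 and probe and 100% = wells lacking GLD-1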
GSTO1 inh: inhibitors of recombinant GSTO1, primary screen, counter-screen for RBBP9 inhibitor project, biochemical, fluorescence polarization; Glutathione S-transferase omega-1 (Homo sapiens), P78417; inhibition, % at 5.96 µM; activity-based probe fluorescence polarization; 1.1% of 300,000 active;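 active = inhibition above the campaign mean inhibition plus 3 SD, cut at about 35% in these data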;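 note: 0% = GSTO1-1 with DMSO and 100% = wells lacking GSTO1-1 enzyme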
The depositor's hits bear a star; nt = not tested or not shown. This is a subset; rates above refer to the full screens.

SMILES	Fam108B inh	MEX-5 binding	MCL1 BIM primary	PAD4 FP inh	TPT1 inhibitor	PME-1 inh	Bcl-xL primary	GLD-1 TGE inh	GSTO1 inh
OC1CN=C2CCCc3c2n(c2ccc(Cl)cc32)C1 (configuration not stated)	-3	-11	13	-1	-1	-1	9	-8	5
O=C1C(NS(=O)(=O)c2cccs2)=C(N2CCN(Cc3ccccc3)CC2)C(=O)c2ccccc21	5	0.6	9	-15	-3	7	12	6	29
COc1ccccc1NS(=O)(=O)c1ccc(C)c(NC(=O)c2ccc(S(=O)(=O)N3CCCCCC3)cc2)c1	-9	-1.0	11	-2	3	-28	2	10	2
S=c1[nH]nc(-c2cc(-c3ccccc3)n[nH]2)n1/N=C/C=C/c1ccco1	6	1.4	9	1	0	9	0	6	3
Cc1ccc(C(=O)OCN2C(=O)c3ccccc3C2=O)c(O)c1	2	-0.5	-2	3	-1	-6	5	3	8
CCOC(=O)C(=Nc1ccccc1)NO	-3	1.0	6	3	-1	0	4	4	12
COc1ccc(-c2nnc3cccc(Cl)n23)c(OC)c1	2	-0.5	-5	3	-1	-4	-4	10	2
CCCC(c1nnnn1Cc1ccc(OC)cc1)N1CCC(C(N)=O)CC1 (configuration not stated)	-1	1.2	3	-1	-8	0	8	0	-2
COc1ccc(-n2cc(CN[C@H]3CCCCNC3=O)c(-c3cccc(F)c3)n2)cc1	0	0.1	3	1	-2	10	-1	3	1
O=C(CCCOc1ccccc1)Nc1ccc(S(=O)(=O)Nc2ccccn2)cc1	-4	0.0	8	-1	3	4	9	4	1
CCn1cc(/C=N\NC(=O)c2cc(-c3ccccc3OC)nc3ccccc23)c(C)n1	4	2.4	4	3	-2	1	7	3	2
NNC(=O)CN1C(CN2CCOCC2)=Nc2ccc(Br)cc2C1c1ccccc1 (configuration not stated)	0	0.5	7	8	-4	-1	8	-5	8
COC(=O)Nc1ccc(S(=O)(=O)Nc2ncccn2)cc1	1	0.3	5	1	-3	0	1	3	-4
CC(C)OC(=O)CC12CN3CN(C1)CC(CC(=O)OC(C)C)(C3)C2=O	0	-1.5	7	-2	0	3	9	6	2
O=C(c1ccc(F)cc1)N1CCCCC(S(=O)(=O)c2ccccc2)C1=O (configuration not stated)	-1	2.7	3	-1	-1	6	3	6	8
Cc1ccc(S(=O)(=O)N2CCN(C(=O)C3CC3C)CC2)c(C)c1 (configuration not stated)	-2	2.5	-15	1	1	2	-4	3	5
COC(=O)/C=C1\S/C(=N/NC(=O)c2ccc(OC)cc2)NC1=O	7	-11	5	-7	-2	1	-1	4	6
CN1CCN2c3ccccc3Cc3ccccc3C2C1 (configuration not stated)	7	-0.1	12	0	-2	-4	8	1	6
O=C(C1CCC1)N1CCN(S(=O)(=O)c2ccc(F)cc2)CC1	0	1.3	-20	4	-3	-11	-12	-1	13
Nc1ccn(CC(=O)NCc2ccc3c(c2)OCO3)c(=O)n1	nt	nt	5	-2	nt	-1	3	-2	nt
O=C(CN1C(=O)COc2ccccc21)N(Cc1ccccc1)Cc1ccccn1	5	-2.1	10	1	-3	-2	3	4	11
COCCn1c(=NC(=O)/C=C/c2ccccc2)sc2cc(NC(C)=O)ccc21	-10	0.5	0	-1	0	-19	2	-3	-7
Brc1ccc(-c2nnc3sc(CN4CCC5(CC4)OCCO5)cn23)cc1	-1	-2.5	0	-7	6	-3	2	-1	1
CCCNC(=O)N1C2=NC(C(=O)OC)=C(C(=O)OC)[C@@H]3N(Cc4ccccc4)c4ccccc4[C@]23C[C@H]1CO	-2	3.0	-3	0	-2	0	1	9	1
COc1ccc(C(C#N)c2cnccn2)cc1OC (configuration not stated)	-3	-1.3	3	5	-1	-7	5	8	9
C=CCn1c(SCC(=O)NCCc2ccccc2)nnc1C(C)NC(=O)c1cccs1 (configuration not stated)	3	1.3	8	2	0	0	1	5	11
Cc1cccc(C(C(=O)NC2CCCCC2)N(Cc2cccnc2)C(=O)c2csnn2)c1 (configuration not stated)	-2	-3.4	10	1	-1	-5	3	-3	-6
O=C(Nc1ccccc1F)c1cccc(C(=O)Nc2ccccc2F)c1	5	1.9	2	4	-4	7	4	6	-1
FC(F)(F)c1cc(-c2ccccc2)nc(NC2CCCC2)n1	-2	1.6	0	-5	1	-9	7	5	-5
COc1ccc(N2CC(O)=C(c3n(C)c4ccccc4[n+]3C)C2=N)cc1	3	0.8	-11	3	2	-9	0	-6	15
COc1ccc(-c2cc(C(F)(F)F)nc(SCC(=O)NCCN3CCOCC3)n2)cc1OC	4	-0.2	6	0	-2	-2	3	1	-10
O=C(c1sc2ccccc2c1Cl)N(Cc1cccs1)C1CCS(=O)(=O)C1 (configuration not stated)	-2	-0.7	4	-1	1	3	4	9	6
Cc1ccc(C2OC3=C(C(=O)CC(C)(C)C3)C(N)=C2C#N)o1 (configuration not stated)	-1	-2.5	2	1	-3	-11	3	-7	5
Cc1ccc(S(=O)(=O)NCc2cn3ccccc3n2)c(C)c1	1	0.3	0	-3	-5	2	2	-10	3
CCCN1CCC(=O)N([C@H](CSc2ccccc2)CC(C)C)CC1	5	-0.8	-2	-3	0	-1	1	8	-3
COc1ccccc1N1CCN(C2CCN(S(=O)(=O)c3ccc4ccccc4c3)CC2)CC1	3	0.9	-4	2	1	2	6	2	9
COC(=O)c1[nH]c2cc(OC)ccc2c1NC(=O)CCN1CCN(c2cccc(C)c2C)CC1	0	-3.2	-3	1	-6	6	8	-1	4
O=[N+]([O-])c1ccc(-c2nc(NCc3ccccc3)c3ccccc3n2)cc1	-2	0.7	2	3	-3	4	-1	1	2
COc1nn(CC(=O)N2N=C(C(F)F)CC2(O)C(F)F)cc1[N+](=O)[O-] (configuration not stated)	0	-1.7	-1	0	-3	-2	6	4	6
COc1ccc([N+](=O)[O-])cc1NS(=O)(=O)c1ccccc1	-2	-0.8	3	-4	0	3	5	-4	4
Cc1cc(NC(=O)CCS(=O)(=O)c2ccc3c(c2)NC(=O)C(C)S3)ccc1Br (configuration not stated)	0	-4.4	-7	1	0	9	2	2	0
COc1cc2c(cc1OC)CN(Cc1cc(=O)oc3cc(C)c(C)cc13)CC2	-4	-2.5	9	-5	1	-1	6	8	2
CCc1c(C)[nH]c2c1C(=O)C(CN1CCOCC1)CC2 (configuration not stated)	0	1.0	-8	-2	-1	-2	3	3	1
O=C(COc1ncnc2ccccc12)N1CCOCC1	0	2.0	2	0	1	1	2	5	-4
COc1ccc(Cc2nc3ccc(C(=O)NCc4cc(C)no4)cc3o2)cc1OC	-4	-2.3	6	-4	0	2	2	-8	7
Cc1ccc(C(=O)Nc2nnc(S(=O)(=O)N3CCOCC3)s2)cc1	5	-1.8	-4	1	0	-2	0	4	-12
FC(F)(F)c1cccc(-c2cc3ccccc3nc2N2CCCC2)c1	0	-2.7	11	-5	2	-3	12	6	-14
Cc1nc2nc(C)c(CCC(=O)NCc3ccc4c(c3)OCO4)c(C)n2n1	4	1.7	6	-7	-5	-1	1	9	15
O=C(NCCc1ccc(F)cc1)C(=O)Nc1cc2c3c(c1)CC(=O)N3CCC2	2	1.2	0	-5	-4	-1	0	5	-2
CCC(Oc1ccccc1)C(=O)NCc1ccc(S(N)(=O)=O)cc1 (configuration not stated)	1	-0.2	10	0	-2	-1	3	-1	7
CCN1C(=O)[C@H]2[C@@H](c3ccc(-c4ccc(F)cc4)cc3)N3CCCC[C@@]3(C(=O)OC)[C@H]2C1=O	-4	0.9	4	-2	-1	-2	-1	3	-1
COc1ccc(CNC(=O)c2cc3c(=O)n4cccc(C)c4nc3n(CC3CCCO3)c2=N)cc1 (configuration not stated)	5	-11	4	-1	1	-15	5	10	3
Cc1ccc(CNC(=O)c2ccc(N3CCC4(CC3)CC(c3ccccc3)=NO4)c(NC(=O)c3cccc(C)c3)c2)cc1	-5	1.6	-3	-2	0	1	1	8	1
Cc1ccc(S(=O)(=O)N2CC=C(C(=O)NC3CC3)CC2)cc1	-2	1.5	-5	-1	0	1	-6	-1	-1
COc1ccc(NC(=O)CNC(=O)Cn2cnc3sc4c(c3c2=O)CCCC4)cc1OC	2	-0.2	-6	-5	-1	-1	-2	-6	0
Cc1ccc(NC(=O)C2CCCN(S(=O)(=O)c3c(C)noc3C)C2)c(C)c1 (configuration not stated)	-1	2.8	5	2	-1	-5	6	-2	-6
Cc1ccc2cc(CCNC(=O)C3CCCC3)c(=O)[nH]c2c1	0	-1.4	2	0	0	-4	4	1	2
Cc1ccc(N2CC(C(=O)OCC(=O)Nc3cc(C)on3)CC2=O)c(C)c1 (configuration not stated)	-7	0.8	-8	-2	1	-1	-6	-2	1
COc1ccc(C2CC(=O)c3cnc(Nc4cc(C)cc(C)c4)nc3C2)cc1 (configuration not stated)	0	3.0	5	3	0	-9	4	-3	3
O=C1c2ccccc2C(=O)N1c1ncc(Cc2ccc(Cl)cc2)s1	-1	nt	-4	3	6	-6	-2	-1	0

Later entries:
SMILES	Fam108B inh	MEX-5 binding	MCL1 BIM primary	PAD4 FP inh	TPT1 inhibitor	PME-1 inh	Bcl-xL primary	GLD-1 TGE inh	GSTO1 inh
CCc1ccc(NC(=O)CN2CCCN(S(=O)(=O)c3ccc(F)cc3)CC2)cc1	7	2.2	4	-2	3	-3	6	2	4
COCCNC(=O)C1CCC(CNS(=O)(=O)c2cccc3nsnc23)CC1 (configuration not stated)	1	-0.7	2	-1	0	-5	1	0	-4
CCN(CC)CCN(C)C(=O)CCc1nnc(-c2ccc(C)s2)o1	0	-0.3	5	-10	-3	0	6	3	-5
CCN(CC)S(=O)(=O)N1CCC(C(=O)NCc2ccc(C)cc2)CC1	-2	0.5	8	-2	1	0	8	8	-2
Cc1ccc2[nH]cc(C(=O)NCc3cccs3)c(=O)c2c1	-6	0.8	0	2	13	6	-6	-3	-8
O=C(COc1ccc(C(=S)N2CCCC2)cc1)Nc1ccc(F)cc1	0	0.3	3	2	-2	-3	2	1	1
O=C(Nc1ccc(N2CCOCC2)nc1)c1cccs1	0	0.0	-6	-9	1	-3	4	6	5
O=C1CCC(C(=O)NC2(C(=O)NC3CCCCC3)CCCCC2)N1 (configuration not stated)	0	-2.6	3	-6	5	-2	2	-2	-5
Cc1ccc(C)c(NC(=O)C2CCCN2S(=O)(=O)c2ccc3c(c2)n(C)c(=O)c(=O)n3C)c1 (configuration not stated)	1	-0.3	0	4	1	1	-2	-2	-1

Quoted at random: two entries already listed
SMILES	Fam108B inh	MEX-5 binding	MCL1 BIM primary	PAD4 FP inh	TPT1 inhibitor	PME-1 inh	Bcl-xL primary	GLD-1 TGE inh	GSTO1 inh
CCN(CC)CCN(C)C(=O)CCc1nnc(-c2ccc(C)s2)o1	0	-0.3	5	-10	-3	0	6	3	-5
CCN(CC)S(=O)(=O)N1CCC(C(=O)NCc2ccc(C)cc2)CC1	-2	0.5	8	-2	1	0	8	8	-2

Compound activity deposited in PubChem by several laboratories.
